HP1b binding inh: HTS for Inhibitors of HP1-beta Chromodomain Interactions with Methylated Histone Tails | Chromobox protein homolog 1 (Homo sapiens), P83916 | AlphaScreen HP1-beta / biotin-H3K9me3 peptide binding | Potency, µM (highest dose often 114 µM), without a hit: at the highest dose activity change, negative = inhibition, usual class: inhibitors | actives 0.56% (n = 390,000) | AID 540317, 2011; further: potency means the concentration at half of the fitted maximal effect; nearly all actives have a fitted effect of over 70% in size; inactives centre near 23
Target sequence (P83916 whole entry, looked up): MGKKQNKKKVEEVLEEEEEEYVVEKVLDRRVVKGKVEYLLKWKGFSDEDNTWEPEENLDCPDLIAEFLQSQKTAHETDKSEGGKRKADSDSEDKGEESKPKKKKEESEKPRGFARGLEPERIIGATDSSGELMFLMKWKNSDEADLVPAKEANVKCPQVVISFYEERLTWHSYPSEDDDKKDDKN
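AlphaScreen: HP1-beta (50 nM) preformed 30 min with biotin-H3(1-18)K9me3 peptide (50 nM) in PBS pH 7.4, 0.01% Tween-20. Compound added for 30 min at RT, then streptavidin donor/nickel chelate acceptor beads (10 ug/mL) for 30 min.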
GLS inhibitor: qHTS for Inhibitors of Glutaminase (GLS). Glutaminase kidney isoform, mitochondrial (Homo sapiens), O94925. GLS enzymatic activity, qHTS titration. Potency, µM (doses to about 45.5 µM), without a hit: top-dose activity change, negative = inhibition, usual class: inhibitors. actives 0.21% (n = 410,000); further: potency means the concentration at half of the fitted maximal effect; on the % scale 0 is the no-effect control and ±100 the full control effect
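Assay buffer: 45 mM KH2PO4 pH 8.2, 0.02% Tween-20. hKGA acts on L-glutamine (1 mM solution added); product glutamate is reported by an oxidase/peroxidase Amplex Red coupling, with fluorescence taken at baseline and 30 min.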
JMJD2A Tudor inh: qHTS Assay for Inhibitors of JMJD2A-Tudor Domain. Potency, µM (top dose mostly 114 µM), for inactives: at the highest dose activity change, negative = inhibition, most hits filed as inhibitors. actives 4.4% (n = 390,000). AlphaScreen JMJD2A-Tudor / H3K4me3 peptide binding. Lysine-specific demethylase 4A (Homo sapiens), O75164; further: potency means the concentration at half of the fitted maximal effect; on the % scale 0 is the no-effect control and ±100 the full control effect; nearly all actives have a fitted effect of over 50% in size
ERG Ets-DNA blk: qHTS for Small Molecule Inhibitors of the ERG Ets/DNA interaction; Transcriptional regulator ERG (Homo sapiens), P11308; fluorescence polarization, His-ERG Ets domain / labelled DNA; Potency, µM (titrated, usually from 76.9 µM), without a hit: top-dose FP activity, negative = inhibition, hits mostly inhibitors; actives 0.028% (n = 370,000); AID 624246, 2012; active means well fitted inhibition curve with a large enough effect in the polarisation, with a control signal flat; inconclusive means small, poorly fitted or top-dose-only effect, or effect the other way, or a change in a side signal; inactive means no such curve, though single readings can be large or run the other way; the % refers to the polarisation;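 further: polarization taken with two DNA probes labelled with fluorescein and Texas red; potency means the concentration at half of the fitted maximal effect; % of control where 0% means no effect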
Target sequence (P11308 whole entry, looked up, the tested form may be a part): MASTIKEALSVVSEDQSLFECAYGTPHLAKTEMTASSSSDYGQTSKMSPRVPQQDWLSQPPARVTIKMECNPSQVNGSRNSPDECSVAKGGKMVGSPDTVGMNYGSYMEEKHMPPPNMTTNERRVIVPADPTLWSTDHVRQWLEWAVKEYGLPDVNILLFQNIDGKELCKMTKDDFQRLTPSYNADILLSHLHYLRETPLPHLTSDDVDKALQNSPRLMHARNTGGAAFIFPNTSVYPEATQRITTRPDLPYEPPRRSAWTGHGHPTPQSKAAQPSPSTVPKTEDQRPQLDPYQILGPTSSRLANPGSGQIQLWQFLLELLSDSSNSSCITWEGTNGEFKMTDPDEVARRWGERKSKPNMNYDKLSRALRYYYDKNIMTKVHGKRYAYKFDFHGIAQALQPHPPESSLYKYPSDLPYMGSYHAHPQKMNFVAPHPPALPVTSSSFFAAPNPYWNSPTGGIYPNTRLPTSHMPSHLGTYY
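His-tagged ERG Ets domain (1 uM in the protein solution; 300mM KCl, 50mM Tris-HCl, 1mM EDTA, 1mM DTT, pH 7.5) received compound, then a probe mix of 5 nM fluorescein-DNA and 100nM Texas-615-DNA. Fluorescence polarization was read for both dyes.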
BAZ2B block: qHTS Assay for Inhibitors of BAZ2B | Bromodomain adjacent to zinc finger domain protein 2B (Homo sapiens), Q9UIF8 | AlphaScreen BAZ2B-H3K14Ac peptide displacement | Potency, µM (titrated, usually from 114 µM), for the others: at the top dose activity change, negative = inhibition, most hits filed as inhibitors | actives 4.4% (n = 360,000); further: potency means the concentration at half of the fitted maximal effect; on the % scale 0 is the no-effect control and ±100 the full control effect; nearly all actives have a fitted effect of over 60% in size
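BAZ2B (50 nM) with biotin-H3(5-23)K14Ac peptide (50 nM) in PBS pH 7.4, 0.01% Tween-20, preformed 30 min, then compound 30 min at room temperature; top concentration 110uM. AlphaScreen streptavidin donor/nickel chelate acceptor beads (10 ug/mL final), 20 min dark, signal read.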
12-LOX inh: Primary qHTS assay for inhibitors of human arachidonate 12S-lipoxygenase (ALOX12): Round 2; Polyunsaturated fatty acid lipoxygenase ALOX12 (Homo sapiens), P18054; Potency, µM (highest dose often 108 µM), for the others: at the highest dose activity change, negative = inhibition, actives largely listed as inhibitors; actives 1.1% (n = 580,000); AID 1671190, 2021; purified 12hLO, xylenol orange hydroperoxide absorbance; further: potency means the concentration at half of the fitted maximal effect; on the % scale 0 is the no-effect control and ±100 the full control effect
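Hydroperoxide product was detected by ferrous iron/xylenol orange as the 573 to 405 nm absorbance ratio. Arachidonic acid at 40 uM (final) was turned over for 30 min at room temperature by 150 nM human 12hLO, pH 7.0 Hepes buffer, after 15 min compound preincubation.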
G9a inh: qHTS Assay for Inhibitors of Histone Lysine Methyltransferase G9a. Potency, µM (highest dose often 102 µM), inactives show top-dose activity, negative = inhibition, hits mostly inhibitors. Histone-lysine N-methyltransferase EHMT2 (Homo sapiens), Q96KQ7. AID 504332, 2011. G9a H3K9 monomethylation, AlphaScreen, 2 h. actives 8.8% (n = 350,000); further: potency means the concentration at half of the fitted maximal effect; on the % scale 0 is the no-effect control and ±100 the full control effect; nearly all actives have a fitted effect of over 75% in size
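G9a (20 nM) was preincubated 15 min with compound, then reacted 2 h at room temperature with 500 nM biotin-H3K9 peptide and 20 µM SAM. Monomethyl-H3K9 detected by AlphaScreen using anti-H3K9me1 antibody.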
PI4K2A inh: qHTS for small molecular inhibitors of PI4K2A; Phosphatidylinositol 4-kinase type 2-alpha (Homo sapiens), Q9BTU6; purified PI4K2A, ADP-Glo luminescence, 1 h; stronger effect = lower value; activity change, negative = inhibition, % at 76.9 µM; actives 0.13% (n = 420,000); in the data active means activity change below about -50%; inconclusive means mostly about -30% to -49%;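 further: -100% = wells without enzyme as full effect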
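In this quantitative HTS, ADP production by PI4K2A was quantified luminescently after 1 h at ambient temperature; 100 microM adenosine served as plate-quality control.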
RGS4 inhibitor: Inhibitors of Regulator of G Protein Signaling (RGS) 4: qHTS; Transcreener GDP fluorescence polarization, RGS4-accelerated GTP hydrolysis; Potency, µM (titrated, usually from 114 µM), inactives show top-dose activity change, negative = inhibition, most hits filed as inhibitors; actives 0.039% (n = 390,000); further: potency means the concentration at half of the fitted maximal effect; on the % scale 0 is the no-effect control and ±100 the full control effect; nearly all actives have a fitted effect of over 75% in size; some results filed as inactive show a strong effect at the top dose
Target sequence (P49798 whole entry, looked up): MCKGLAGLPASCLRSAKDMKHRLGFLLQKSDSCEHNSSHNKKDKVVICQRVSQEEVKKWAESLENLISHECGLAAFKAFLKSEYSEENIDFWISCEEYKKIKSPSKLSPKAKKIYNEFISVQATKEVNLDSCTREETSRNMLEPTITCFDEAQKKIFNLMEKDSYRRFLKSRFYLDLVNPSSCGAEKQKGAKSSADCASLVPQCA
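MLSMR compounds (23 nl, pin-transferred) preincubated 10 min at room temperature with a 500nM (2x) first reagent, then RGS4 at 900nM (2x) plus Transcreener GDP mix added; fluorescence polarization (620/688 nm) read before and after 90 min at 30 °C.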
Starred values were filed as active, the others as inactive; ? = inconclusive; . = no result given; [ ] = dose if it differs, or a comment. Unless noted, the call rests on the fitted dose curve; in most records, active means well fitted curve in the direction sought with a large enough effect; inconclusive means small, poorly fitted or top-dose-only effect, or another doubt; inactive means no such curve, though single readings can be large; an effect the other way counts as inactive or inconclusive. This is a subset; count on the stated rates, not on these rows.

SMILES | HP1b binding inh | GLS inhibitor | JMJD2A Tudor inh | ERG Ets-DNA blk | BAZ2B block | 12-LOX inh | G9a inh | PI4K2A inh | RGS4 inhibitor
Cc1ccccc1OCC(=O)OCC(=O)NCc1ccco1 | 19% | 11% | -16% | 3% | 0% | -14% | ? | 2 | 8%
O=C1/C(=C/c2cccnc2)CCc2c1[nH]c1ccccc21 | 11% | -5% | -8% | -11% | -21% | -7% | ? | 6 | 0%
Cc1cc(N2C(=O)C3C4C=CC(C4)C3C2=O)ccc1Br (stereo unspecified) | 73%[activator] | -12% | -2%[57.1 µM] | 2% | 2% | 0% | -47% | -1 | -16%[56.9 µM]
C=CCn1c(CNC(=O)c2cccs2)nnc1SCc1ccc(Cl)cc1Cl | -2% | 2% | -9% | 2% | 0% | -18% | -1% | -6 | -2%
COc1ccc(CCNC(=O)c2c(C)cc(=O)oc2C)cc1OC | 17% | 1% | 1% | -4% | -6% | 9% | 69%[activator][59 µM] | 2 | 0%
CC(C)(O)C#Cc1ccc(C(=O)N2CCN(c3ccc([N+](=O)[O-])cc3)CC2)cc1 | 26% | 2% | -21% | -3% | -36% | -13% | -8% | -4 | 0%
C=CCOC(=O)C1=C[C@H](C(C)(C)C)[C@@H](CCCO)[C@H](OCC)O1 | 16% | 0% | -12% | 2% | . | -23% | . | 0 | 23%
CNC(=O)CS(=O)CC(=O)Nc1cc(OC(C)C)c(Cl)cc1Cl (stereo unspecified) | 38% | -8% | -6% | 5% | -3% | -4% | 6% | 1 | -29%
O=C(COC(=O)c1cc(Br)ccc1Cl)NC1CCCC1 | 37% | -7% | 6% | 6% | 0% | 0% | 7% | -1 | -16%
COCCN1Cc2cccc(C(=O)NCc3cccnc3)c2C1=O | 20% | 4% | -9% | 8% | -4% | 26% | 10% | 1 | 3%
COC(=O)C(CCSC)NC(=O)Cn1ncc2c([nH]c3ccccc32)c1=O (stereo unspecified) | 18% | 1% | -1% | 2% | 0% | -25% | 4%[59 µM] | -1 | 4%
CCC(C)Sc1ccc([C@@H]2[C@@H]3C(=O)N(CC)C(=O)[C@@H]3[C@]3(C(=O)OC)CCCCN23)cc1OC (stereo partly specified) | 34% | 0% | -29% | 8% | . | ? | . | -1 | -7%
NS(=O)(=O)c1ccc(CCNc2ncnc3c2c(-c2ccccc2)cn3-c2ccc(F)cc2)cc1 | -8% | 2% | ? | -4% | -33% | 3% | 4%[59 µM] | -14 | -24%
COc1ccc(N/N=C(\C#N)C(=O)NCCc2ccc(OC)c(OC)c2)cc1 | 10% | ? | ? | 1% | ? | -124% | 22µM* | -18 | 22%
O=C(CCN1C(=O)/C(=C/c2ccccc2Cl)SC1=S)NCCc1ccc(O)cc1 | 34% | -16% | -6% | 16% | -37% | 3% | -3% | 13 | -20%
CCCCCCNC(=O)C(=O)NCCc1ccc(Cl)cc1 | 44%[activator] | -10% | -4% | 0% | -2% | -2% | . | 10 | 8%
Cc1ccc(-c2nc3c(c(SCC(=O)N4CCOCC4)n2)Cc2c(CO)cnc(C)c2O3)cc1 | 30% | -6% | ? | -9% | ? | 0% | 14µM* | -5 | -45%
O=C1CCCCC1Nc1ccc(Br)cc1 (stereo unspecified) | 39%[activator] | 13% | -2% | . | . | ? | . | 4 | 9%
CN1CCN(c2ccc(Cl)cc2NC(=O)CC2OC(=O)c3ccccc32)CC1 (stereo unspecified) | 14% | 0% | ? | -2% | 4% | ? | -13%[0.501 µM] | -2 | -2%
CCOc1ccc(NC(=O)c2ccc3c(c2)c(C)c(C)n3Cc2ccc(F)cc2)cc1 | 34% | -1% | -8% | 2% | -13% | -20% | -6%[59 µM] | 1 | -21%
Cc1ccc(S(=O)(=O)Nc2nc3n(n2)C(c2ccccc2Cl)C=C(c2ccccc2)N3)cc1 (stereo unspecified) | 51%[activator] | ? | -9% | -8% | -27% | ? | ? | -2 | -10%
O=C(NCc1ccco1)C(c1cccnc1)N(C(=O)Cn1nnc2ccccc21)c1ccc(F)cc1 (stereo unspecified) | 27% | -7% | -13% | -9% | -4% | 0% | -3% | -4 | -5%
O=C(CC(c1cccs1)N1Cc2ccccc2C1=O)Nc1cccc(F)c1 (stereo unspecified) | 12% | -16% | -12% | -3% | -14% | 0% | 1%[59 µM] | -2 | 6%
CCN1CCN(S(=O)(=O)c2ccc(Br)s2)CC1 | 26% | -1% | -3% | -1% | -3% | -24% | -29%[59 µM] | 3 | 2%
S=C(NCCSCc1ccccc1Cl)Nc1ccccc1 | 18% | 18% | -18% | -1% | -31% | 35µM* | -1% | 3 | 8%
CC(NC(=O)c1noc2c1CCCCC2)c1ccccc1 (stereo unspecified) | 10% | -12% | -10% | 6% | -5% | 0%[57.4 µM] | 5% | -9 | 1%
O=[N+]([O-])c1ccc(NCCCNS(=O)(=O)c2ccc(Cl)cc2)c(Cl)c1 | 10% | -5% | -31% | 19% | -8% | -21% | ? | -7 | -7%
COc1ccc(NC(=O)c2ccc(-c3nc(CSc4ccccc4)c(C)o3)cc2)cc1OC | 11% | 1% | -9% | 1% | -26% | -25% | -7%[59 µM] | 1 | -4%
Cc1ccc(CNC(=O)c2sc3nc(-c4ccccc4)cn3c2C)cc1 | 21%[57 µM] | -10% | -15% | -11% | 2% | ? | 15%[59 µM] | 2 | -6%
COc1ccc(CCNC(=O)Nc2cccs2)c(OC)c1 | 13% | 6% | -36% | 5% | ? | -18% | 20%[0.501 µM] | 12 | -30%

Sorted by number of heavy atoms (largest number first): 5 of the compounds above.
SMILES | HP1b binding inh | GLS inhibitor | JMJD2A Tudor inh | ERG Ets-DNA blk | BAZ2B block | 12-LOX inh | G9a inh | PI4K2A inh | RGS4 inhibitor
CN1CCN(c2ccc(Cl)cc2NC(=O)CC2OC(=O)c3ccccc32)CC1 (stereo unspecified) | 14% | 0% | ? | -2% | 4% | ? | -13%[0.501 µM] | -2 | -2%
O=C(CC(c1cccs1)N1Cc2ccccc2C1=O)Nc1cccc(F)c1 (stereo unspecified) | 12% | -16% | -12% | -3% | -14% | 0% | 1%[59 µM] | -2 | 6%
O=[N+]([O-])c1ccc(NCCCNS(=O)(=O)c2ccc(Cl)cc2)c(Cl)c1 | 10% | -5% | -31% | 19% | -8% | -21% | ? | -7 | -7%
S=C(NCCSCc1ccccc1Cl)Nc1ccccc1 | 18% | 18% | -18% | -1% | -31% | 35µM* | -1% | 3 | 8%
CCN1CCN(S(=O)(=O)c2ccc(Br)s2)CC1 | 26% | -1% | -3% | -1% | -3% | -24% | -29%[59 µM] | 3 | 2%

Later entries
SMILES | HP1b binding inh | GLS inhibitor | JMJD2A Tudor inh | ERG Ets-DNA blk | BAZ2B block | 12-LOX inh | G9a inh | PI4K2A inh | RGS4 inhibitor
C/C(Cn1cnc([N+](=O)[O-])n1)=N\NC(=O)c1ccc(Br)cc1 | 12% | 7% | ? | -6% | -9% | -6% | -33% | 4 | -7%
COc1cccc(CN2CCN(C(=O)C3CCC(=O)N(C4CCCC4)C3)CC2)c1 (stereo unspecified) | 33% | 3% | -16% | 2% | -1% | 0% | -4% | 8 | 19%[11.4 µM]
O=C(COC(=O)Cc1c(F)cccc1Cl)NC(=O)Nc1ccccc1F | 33% | 18% | -7% | 3%[15.4 µM] | . | ? | . | 1 | 0%
CCNc1c(NC(=O)c2ccccc2OCC)c(=O)oc2ccccc12 | 5% | 6% | -10% | -4% | -1% | 1% | 6%[59 µM] | -1 | 4%
CCOc1ccc(N(CC)C(=O)CSc2n[nH]c(-c3ccccc3)n2)cc1 | 11%[57 µM] | 8% | -8% | -5% | 0% | -21% | 6%[59 µM] | -3 | 23%
Cc1cccc(NC(=O)c2ccc(CNS(=O)(=O)c3ccc4c(c3)C(C)(C)C(=O)N4C)cc2)c1 | 27% | -5% | -19% | 5% | -28% | -25% | -24%[59 µM] | 2 | 11%
Oc1ccc2c(c1)c1ccccc1c1ncccc21 | 6% | 16% | -10% | -6% | . | -7% | . | -6 | -35%
O=c1[nH]c(CN2CCN(c3ccccc3O)CC2)nc2ccccc12 | 9% | ? | 8.9µM* | 6% | -8% | 2% | ? | -3 | 14%
O=C1OC/C(=C(/O)c2ccc(Cl)cc2)C1=O | 61%[activator] | -3% | -13% | -16% | -36% | 26% | 40µM* | 2 | -45%

Screens from PubChem.
